Bioassay records from PubChem.
Sm TGR block = inhibitors of Schistosoma mansoni thioredoxin glutathione reductase; Q962Y6; purified TGR, DTNB reduction, TNB absorbance 405 nm; Potency, µM (series often up to 114 µM), for the others: at the top dose activity change, negative = inhibition, actives largely listed as inhibitors; hit rate 3% among 360,000; note: potency is the fitted concentration of half-maximal effect; nearly all actives have a fitted effect of over 60% in size
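TGR 20 nM + NADPH 100 uM (dispensed conc.), cpd preinc 15 min RT; start with NADPH (500 uM addition) then DTNB (15 mM addition). Kinetic TNB absorbance, 405 nm filter. Four-parameter Hill fit across titration.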
AMA1 RON2 block = inhibitors of Plasmodium falciparum AMA1-RON2 interaction; Potency, µM (doses to about 58.2 µM), for the others: at the top dose activity change, negative = inhibition, usual class: inhibitors; hit rate 0.2% among 360,000; AlphaScreen AMA1-biotinylated RON2 peptide binding;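 note: potency is the fitted concentration of half-maximal effect; 0% = vehicle wells and -100% = peptide control; nearly all actives have a fitted effect of over 45% in size; some results filed as inactive show a strong effect at the top dose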
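AMA1 (3D7) with his tag at 25 nM final met compounds first, then biotinylated RON2 peptide at 25 nM; detection used donor plus acceptor beads, 10 µg/mL apiece, read by AlphaScreen after 30 min at room temperature.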
FBPA Giardia inh = Giardia lamblia aldolase inhibition | A8B2U2 | purified Giardia FBPA | Potency, µM (doses to about 59.6 µM), for the others: at the top dose activity, negative = inhibition, hits mostly inhibitors | hit rate 0.71% among 290,000; note: potency is the fitted concentration of half-maximal effect; nearly all actives have a fitted effect of over 55% in size
Target sequence (A8B2U2 whole entry, looked up): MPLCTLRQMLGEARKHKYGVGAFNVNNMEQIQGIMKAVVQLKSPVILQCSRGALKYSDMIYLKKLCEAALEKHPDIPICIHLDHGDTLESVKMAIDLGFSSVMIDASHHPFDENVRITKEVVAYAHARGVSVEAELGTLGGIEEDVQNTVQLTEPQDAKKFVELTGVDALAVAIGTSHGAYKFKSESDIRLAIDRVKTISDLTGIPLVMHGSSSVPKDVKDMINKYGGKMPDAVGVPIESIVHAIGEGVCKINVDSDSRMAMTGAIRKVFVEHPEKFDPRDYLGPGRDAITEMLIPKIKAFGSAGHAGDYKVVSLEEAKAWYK
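40 nM FBPA preincubated 10 min at RT with compound (up to 57.5 uM final), then substrate plus GAPDH/TPI/NAD/arsenate coupling and diaphorase/resazurin added. Fluorescence read after 20 min at RT, 525/598 nm.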
AmpC inh detg = blocks E. coli AmpC beta-lactamase in detergent assay. AmpC hydrolysis of nitrocefin, absorbance 480 nm, 0.01% Triton. Potency, µM (top dose mostly 114 µM), inactives show top-dose activity change, negative = inhibition, usual class: inhibitors. hit rate 0.041% among 370,000;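 note: potency is the fitted concentration of half-maximal effect; 0% = no-compound wells and -100% = no-enzyme wells; nearly all actives have a fitted effect of over 25% in size; some results filed as inactive show a strong effect at the top dose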
Target sequence (P00811 whole entry, looked up): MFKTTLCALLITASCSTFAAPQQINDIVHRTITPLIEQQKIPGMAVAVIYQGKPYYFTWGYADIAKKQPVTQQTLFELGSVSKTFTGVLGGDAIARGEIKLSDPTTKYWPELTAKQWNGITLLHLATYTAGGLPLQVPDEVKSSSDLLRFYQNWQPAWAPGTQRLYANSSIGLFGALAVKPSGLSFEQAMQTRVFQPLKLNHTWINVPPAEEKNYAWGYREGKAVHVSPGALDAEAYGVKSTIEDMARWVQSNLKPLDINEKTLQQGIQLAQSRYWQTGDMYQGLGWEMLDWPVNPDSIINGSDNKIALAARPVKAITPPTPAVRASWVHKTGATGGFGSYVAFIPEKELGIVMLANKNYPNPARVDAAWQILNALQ
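AmpC (5.3 nM in the dispensed reagent) in 20 mM phosphate pH 7.0 with 0.01% (detergent screen) or 0.0001% Triton X-100 was preincubated with compounds for 15 min at room temperature. Nitrocefin was then added from an 800 uM solution, and hydrolysis was followed at 480 nm.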
AmpC inh no detg = inhibitors of E. coli AmpC beta-lactamase without detergent; P00811; AmpC nitrocefin hydrolysis, absorbance 480 nm, 0.0001% Triton; Potency, µM (titrated, usually from 57.1 µM), for inactives: at the highest dose activity change, negative = inhibition, actives largely listed as inhibitors; hit rate 0.52% among 330,000;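 note: potency is the fitted concentration of half-maximal effect; plate controls were no compound for no effect and no enzyme for full effect; nearly all actives have a fitted effect of over 20% in size; some results filed as inactive show a strong effect at the top dose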
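AmpC (5.3 nM in the dispensed reagent) in 20 mM phosphate pH 7.0 with 0.01% (detergent screen) or 0.0001% Triton X-100 was preincubated with compounds for 15 min at room temperature. Nitrocefin was then added from an 800 uM solution, and hydrolysis was followed at 480 nm.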
HCMV inh = human cytomegalovirus inhibition | HFF cells, HCMV-luciferase reporter, 72 h; stronger effect = lower value | activity change, negative = inhibition, % at 57.5 µM | hit rate 4.5% among 410,000; in the data active = activity change below about -60%; inconclusive = no clear call, values can overlap the other calls; inactive = above about -39%
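Two-dose cell screen: HFF monolayers treated with compounds and infected with luciferase-expressing HCMV at 1 PFU/cell, 72 h at 37C, then lysed for luciferase measurement.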
* = called active by the depositor; ? = inconclusive; . = no result given; [ ] = dose if it differs, or a comment. Unless noted, calls come from the whole dose curve; as a rule, active = well fitted curve in the direction sought with a large enough effect; inconclusive = small, poorly fitted or top-dose-only effect, or another doubt; inactive = no such curve, though single readings can be large; an effect the other way counts as inactive or inconclusive. Unless noted, % is set by controls: 0 for no effect and ±100 for the full control effect.

1) COc1cc2c(cc1OC)C(c1cccs1)N(C(=O)c1cccnc1)CC2 (stereo not drawn)
2) COc1ccc(CNC(=O)COC(=O)c2c[nH]c(=O)[nH]c2=O)cc1OC
3) Cc1[nH]c2ccccc2c1C(=O)C(=O)N1CC2CC(C1)c1cccc(=O)n1C2 (stereo not drawn)
4) CC(C)(Oc1ccc(CCNC(=O)c2ccc(Cl)cc2)cc1)C(=O)O
5) CCOC(=O)C1=C(C)NC(C)=C(C(=O)OCC)C1c1cccc(C)n1
6) COc1ccccc1NC(=O)CSc1nnc(CNC(=O)c2cccs2)o1
7) COc1ccccc1COCC(O)CN1CCN(S(=O)(=O)c2cccc(F)c2)CC1 (stereo not drawn)
8) O=C(CSc1nc(=O)n2ccccc2n1)N1CCN(c2ccccc2)CC1
assay / entry	1	2	3	4	5	6	7	8
Sm TGR block	-1%	7%	5%	29%	10%	-7%	-21%	-14%
AMA1 RON2 block	-5%	7%	33%[activator]	-2%	18%	-7%	?	3%
FBPA Giardia inh	0%	0%	1%	11%	2%	.	.	.
AmpC inh detg	2%	?	-12%	5%	-1%	-4%	-2%	-13%
AmpC inh no detg	18%	-7%	-21%	-18%	0%	-12%	45%	5%
HCMV inh	-37	8	-20	36	-30	-21	33	-21

9) CCOC(=O)C(C)Sc1nc(-c2ccccc2)ccc1C#N (stereo not drawn)
10) Cc1ccc(N2Cc3ccccc3OC(C)C2=O)cc1 (stereo not drawn)
11) CCCN(CC(=O)Nc1ccccc1C)C(=O)c1ccc(N2CCCCC2)c([N+](=O)[O-])c1
12) Cn1cccc1C(=O)NC(=O)CSc1nnc(C2CC2)n1-c1ccccc1
13) NC(=O)NC(c1ccccc1)c1ccccc1F (stereo not drawn)
14) COCCn1nnnc1SCC(=O)NCc1ccc2c(c1)OCO2
15) COc1ccc(CN2CNc3nc4ccccc4n3C2)cc1
16) O=C1CCN(Cc2ccc([N+](=O)[O-])cc2)CCN1[C@H](CO)c1ccccc1
assay / entry	9	10	11	12	13	14	15	16
Sm TGR block	7%	-6%	3%	-12%	6%	-1%[57.1 µM]	-8%	-17%
AMA1 RON2 block	.	-4%	-1%	-1%	14%	-10%	3%	2%
FBPA Giardia inh	.	-1%	.	-1%	0%	2%	7%	14%
AmpC inh detg	0%	?	?	?	?	0%	?	?
AmpC inh no detg	.	-4%	-2%	-12%	-7%	-7%	-15%	75%[activator]
HCMV inh	7	2	-19	59	19	-8	72	29

17) C=CCc1ccccc1OCCSc1nc(-c2cccs2)nc2cc(=O)[nH]n12
18) CCc1ccccc1Nc1cc(C(=O)NCc2ccccn2)c2ccccc2n1
19) CC(=NNC(=O)CSc1nc2ccccc2o1)c1ccco1
20) O=C(OC1C2CCC1C1CN(CCc3ccccc3)CC12)c1ccccc1 (stereo not drawn)
21) CCc1ccc2c(c1)C(=O)c1ccccc1C2=O
22) CC(C)[C@H](NC(=O)N1CCC(Cc2ccccc2)CC1)C(=O)O
23) Cc1cccc(S(=O)(=O)c2cn(Cc3ccccc3)c3cc(N4CCC(C)CC4)c(F)cc3c2=O)c1
24) O=C(Cc1ccccc1)NCC1CCCO1 (stereo not drawn)
assay / entry	17	18	19	20	21	22	23	24
Sm TGR block	12%	-2%	.	-6%	-1%	2%	-2%	1%
AMA1 RON2 block	.	20%	56%[activator]	-2%	?	-15%	.	0%
FBPA Giardia inh	.	2%	.	-4%	-2%	-6%	.	0%
AmpC inh detg	8%	?	.	?	2%	5%	-6%	?
AmpC inh no detg	.	-43%	-18%	-2%	-42%	-2%	.	-18%
HCMV inh	-4	34	49	-68*	79	17	13	-34

25) O=C(O)Cc1ccc2c(c1)N(S(=O)(=O)c1cccc(C(F)(F)F)c1)CC(C(=O)O)O2 (stereo not drawn)
26) CC(=O)n1nc(-c2ccccc2)nc1NCc1cccs1
27) COc1cccc(CC(=O)OCC(=O)c2cc(OC)ccc2OC)c1
28) O=C(/C=C/c1ccccc1)OCCCCN=C1NS(=O)(=O)c2ccccc21
29) O=C(Nc1ccc(F)c(Cl)c1)c1cc(S(=O)(=O)N2CCc3ccccc3C2)ccc1F
30) CC1CCC(NC(=O)c2ccc(CS(=O)(=O)c3cccc(C(F)(F)F)c3)o2)CC1 (stereo not drawn)
31) C=CCc1cccc(/C=C/c2cc(=O)c3ccccc3[nH]2)c1O
32) O=C(NCc1ccccc1)c1ccc2c(c1)C(=O)N(Cc1ccncc1)C2=O
assay / entry	25	26	27	28	29	30	31	32
Sm TGR block	9%	3%	-20%	.	2%	1%	-4%	5%
AMA1 RON2 block	5%	-3%	1%	6%	.	.	-2%	-16%
FBPA Giardia inh	18%	5%	.	0%	.	.	-16%	1%
AmpC inh detg	?	-3%	-14%	1%	8%	9%	-2%	3%
AmpC inh no detg	-13%	-46%	-9%	-24%	.	.	-49%	-14%
HCMV inh	-23	81	0	-31	63	-3	34	-12

33) Nc1nc(SCc2ccc(Cl)cc2)ns1
34) Cc1cc(NS(=O)(=O)c2ccc(NC(=O)/C=C/c3ccco3)cc2)nc(C)n1
35) C(=N\Nc1ccccn1)/c1cccnc1
36) CC(C)Oc1ccc(C(=O)NC(=S)N2CCOCC2)cc1
37) Cc1c(NC(C)C)c(=O)n(-c2ccccc2)n1C
38) Cc1cccc2c1-c1sc(C(=O)N(C)c3cccc(C(F)(F)F)c3)cc1CO2
39) O=C1c2ccccc2C(=O)N1CC(O)CNc1ccc(Br)cc1 (stereo not drawn)
40) O=C(CCC(=O)c1cccs1)NCc1cccnc1
assay / entry	33	34	35	36	37	38	39	40
Sm TGR block	-10%	4µM*	3%	7%	?	11%	-22%	0%
AMA1 RON2 block	0%	-13%	10%	64%[activator]	12%	.	6%	7%
FBPA Giardia inh	-14%	23%	?	?	-11%	.	0%	1%
AmpC inh detg	-8%	0%	?	?	-2%	23%	?	4%
AmpC inh no detg	-43%	-21%	-16%	-19%	-6%	.	-10%	-18%
HCMV inh	8	2	29	56	-16	-19	1	21

Exported with values under each structure: part of the list above.
Each structure is followed by: Sm TGR block	AMA1 RON2 block	FBPA Giardia inh	AmpC inh detg	AmpC inh no detg	HCMV inh
#33 Nc1nc(SCc2ccc(Cl)cc2)ns1
  -10%	0%	-14%	-8%	-43%	8
#34 Cc1cc(NS(=O)(=O)c2ccc(NC(=O)/C=C/c3ccco3)cc2)nc(C)n1
  4µM*	-13%	23%	0%	-21%	2

Following part.
41) COc1ccccc1CNC(=O)c1sc2nc3n(c(=O)c2c1C)CCC3
42) CCOC(=O)c1ccc(NS(=O)(=O)c2cc(-c3nnnn3CC)ccc2OC)cc1
43) CC(=O)c1cccc(NC(=S)N2CCCC2)c1
44) O=C(Nc1ccc(Cl)cc1)N1CCN(C(=O)C2CCCO2)CC1 (stereo not drawn)
45) O=C(Nc1nnc(SCC(=O)N2CCOCC2)s1)c1ccccc1Cl
46) Cc1ccc(OCC(O)Cn2c3ccccc3c3ccccc32)cc1 (stereo not drawn)
47) Cc1csc(=O)n1CCC(=O)NCc1ccc(F)cc1
48) COc1cccc(C(=O)NNC(=O)C(=O)Nc2cccc(Cl)c2C)c1
assay / entry	41	42	43	44	45	46	47	48
Sm TGR block	13%	0%	-3%	2%	-3%	-30%	.	-1%
AMA1 RON2 block	.	-6%	-8%	0%	-1%	16%	17%	76%[activator]
FBPA Giardia inh	.	-1%	-16%	0%	-20%	-9%	.	12%
AmpC inh detg	23%	-7%	-1%	-6%	7%	7%	.	?
AmpC inh no detg	.	-28%	-6%	-3%	-17%	-4%	-18%	-35%
HCMV inh	4	14	34	52	21	-34	-10	39

49) C/C(=N\NC(=O)COc1ccc(C(C)(C)C)cc1)c1ccc(OC(F)F)cc1
50) CCn1nc(C(=O)OCC(=O)N2c3ccccc3CC2C)c2ccccc2c1=O (stereo not drawn)
51) CCc1c(C(=O)NNC(=S)NCC(C)C)csc1C
52) COc1ccc(OCC(=O)N2CCN(C(=O)c3ccc([N+](=O)[O-])cc3)CC2)cc1
53) CCN(C(=O)Cc1cccs1)c1nnc(-c2cc(OC)c(OC)c(OC)c2)s1
54) CC(=O)c1ccc(OCC(=O)N2CCCC(N3CCN(c4ccccc4C)CC3)C2)cc1 (stereo not drawn)
55) CC(=O)c1ccc(NC(=O)c2cnc(N3CCCC3)nc2C)cc1
56) Cc1cc(C)n2c(SCCO)nnc2n1
assay / entry	49	50	51	52	53	54	55	56
Sm TGR block	0%	0%	-35%	0%	-1%	-35%	5%	-2%
AMA1 RON2 block	31%[activator]	-6%	41%[activator]	8%	5%	-8%	.	1%
FBPA Giardia inh	1%	7%	2%	-6%	-5%	.	.	-4%
AmpC inh detg	6%	?	-5%	4%	?	?	12%	-6%
AmpC inh no detg	-7%	48%	.	26%	140%[activator]	140%[activator]	.	-7%
HCMV inh	-16	95	17	-5	51	-20	-1	15

Copied from above: compounds 50 to 51
50) CCn1nc(C(=O)OCC(=O)N2c3ccccc3CC2C)c2ccccc2c1=O (stereo not drawn)
51) CCc1c(C(=O)NNC(=S)NCC(C)C)csc1C
assay / entry	50	51
Sm TGR block	0%	-35%
AMA1 RON2 block	-6%	41%[activator]
FBPA Giardia inh	7%	2%
AmpC inh detg	?	-5%
AmpC inh no detg	48%	.
HCMV inh	95	17

(next part)
57) CC(C)CN(C(=O)Cn1nnc(-c2ccc(F)cc2)n1)C1CCS(=O)(=O)C1 (stereo not drawn)
58) Cc1ccc(S(=O)(=O)N2CCC(C(=O)OCC(=O)N(CCC#N)c3ccc(F)cc3)CC2)cc1C
59) CCCCC(=O)N/N=C(\C)CC(=O)Nc1ccccc1Br
60) COc1ccc(CNc2ccc(C)cc2)cc1Br
61) Cc1cc(C)nc(SCc2cc(=O)c(OC(=O)c3ccco3)co2)n1
62) O=C(c1ccc(OC2CCN(C/C=C/c3ccc(F)cc3)CC2)cc1)N1CCCC1
63) Cc1nc(C)c(C(=O)Nc2ncc([N+](=O)[O-])s2)o1
64) Cc1cc2nn(-c3cccc4ccccc34)nc2cc1N
65) CCCCNc1cc(N2CCN(C3CCCCC3)CC2)c2noc3c2c1C(=O)c1ccccc1-3
assay / entry	57	58	59	60	61	62	63	64	65
Sm TGR block	-3%	3%	2%	-3%	-18%	-16%	-12%	-11%	4%
AMA1 RON2 block	-21%	5%	65%[activator]	-9%	-5%	-6%	2%	-13%	.
FBPA Giardia inh	.	.	3%	-6%	0%	0%	?	?	.
AmpC inh detg	-3%	0%	?	-6%	-6%	0%	-9%	0%	8%
AmpC inh no detg	0%	163%[activator]	-14%	-30%	-43%	126%[activator]	-53%	-39%	.
HCMV inh	-21	-15	2	26	58	-37	?	35	32
